Source: PubChem (several laboratories)
RGS7-Gao reg: modulates binding of RGS7 to human Galphao; P09471; Multiplexed bead flow cytometry; actives lie on both sides; binding response (% of control), % at 10 µM; actives 0.35% (n = 220,000); in the data active = binding response below about 49% or above about 150%; inconclusive = no clear call, values can overlap the other calls; inactive = in between;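 note: fluorescent Galphao held in activated GDP-AlF4 state binding bead-coupled RGS7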
GSH bead fluor: compound fluoresces at 488/530 nm on GSH beads; fluorescence (KMESF) at 10 µM; actives 0.25% (n = 190,000); GSH beads flow cytometry, compound fluorescence 488/530 nm; hits give high values; in the data active = fluorescence above about 89;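 note: glutathione beads carrying GST-tagged Bcl family fusion proteins plus one bare bead set; values are compound well signal with DMSO vehicle wells as background; inactives centre near 16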
Bim-Bcl-2: inhibitors of Bim-Bcl-2 interaction, human. P10415. Bead-based flow cytometry, Bim peptide-Bcl-2 binding. inhibition, % at 10 µM. actives 0.06% (n = 190,000). AID 950; in the data active = inhibition above about 40%; inconclusive = no clear call, values can overlap the other calls;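 note: 0% = no compound wells with probe peptide and 100% = reference peptide inhibitor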
Target sequence (P10415 whole entry, looked up): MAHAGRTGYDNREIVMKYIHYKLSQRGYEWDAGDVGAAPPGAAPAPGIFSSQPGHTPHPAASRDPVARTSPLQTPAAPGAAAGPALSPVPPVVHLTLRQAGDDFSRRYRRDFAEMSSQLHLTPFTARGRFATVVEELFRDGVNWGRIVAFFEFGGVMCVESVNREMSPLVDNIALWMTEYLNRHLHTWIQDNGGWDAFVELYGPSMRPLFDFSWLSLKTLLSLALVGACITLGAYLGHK
Bcl-B Bim block: inhibitors of Bim-Bcl-B interaction, human | Q9HD36 | bead-based flow cytometry, Bim peptide-Bcl-B binding | inhibition, % at 10 µM | actives 0.073% (n = 190,000) | AID 951;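 note: 0% = tracer peptide without compound and 100% = reference inhibitor peptide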
Mcl1-Bid inh: disrupts binding of human Mcl-1 to Bid peptide. AID 1021. TR-FRET Mcl-1/Bid-Dy647 peptide binding, 1536-well. inhibition, % at 21.7 µM. actives 0.97% (n = 220,000). Q07820;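 active = compounds that cut the binding signal by more than half at the single screening dose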;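 note: His-tagged Mcl-1 with europium anti-His antibody binding Bid BH3 peptide; 0% = Mcl-1 plus peptide wells and 100% = peptide-only wells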
Target sequence (Q07820 whole entry, looked up): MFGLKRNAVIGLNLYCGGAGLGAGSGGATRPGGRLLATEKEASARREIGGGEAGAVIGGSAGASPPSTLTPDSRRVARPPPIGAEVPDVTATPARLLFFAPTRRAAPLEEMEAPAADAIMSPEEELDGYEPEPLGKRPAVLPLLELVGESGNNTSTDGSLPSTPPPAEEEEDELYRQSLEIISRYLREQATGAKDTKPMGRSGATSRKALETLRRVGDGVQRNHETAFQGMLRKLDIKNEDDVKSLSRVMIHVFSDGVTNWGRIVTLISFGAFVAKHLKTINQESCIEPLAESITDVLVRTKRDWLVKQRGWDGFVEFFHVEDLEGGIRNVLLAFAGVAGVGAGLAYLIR
Bim-Bcl-W: human Bim-Bcl-W interaction inhibition; Q92843; bead-based flow cytometry, Bim peptide-Bcl-W binding; inhibition, % at 10 µM; actives 0.02% (n = 190,000); AID 952;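 note: 0% = bound tracer without compound and 100% = peptide blocker; higher means less fluorescent Bim peptide bound to Bcl-W beads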
Target sequence (Q92843 whole entry, looked up): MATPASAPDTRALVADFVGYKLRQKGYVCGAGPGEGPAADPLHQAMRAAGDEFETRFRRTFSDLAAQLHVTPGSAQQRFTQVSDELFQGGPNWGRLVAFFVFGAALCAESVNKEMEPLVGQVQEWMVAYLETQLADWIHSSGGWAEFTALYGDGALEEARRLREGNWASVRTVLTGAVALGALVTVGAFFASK
RGS8-Gao reg: modulates binding of RGS8 to human Galphao; multiplexed bead flow cytometry; actives lie on both sides; response (percent of control binding), % at 10 µM; actives 0.34% (n = 220,000); AID 1423; in the data active = response below about 60% or above about 140%; inactive = in between;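 note: Galphao activated as the GDP aluminium fluoride complex binding bead-coupled RGS8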
Bim-Bfl-1: inhibitors of Bim-Bfl-1 interaction, human. Bead-based flow cytometry, Bim-Bfl-1 binding inhibition. inhibition, % at 10 µM. actives 0.12% (n = 190,000). AID 1008;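 note: 0% = wells without compound plus tracer and 100% = blocker peptide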
Bim-Bcl-XL: human Bim-Bcl-XL interaction inhibition. Q07817. Bim peptide-Bcl-XL binding, bead flow cytometry, fluorescence. inhibition, % at 10 µM. actives 0.04% (n = 190,000). AID 1007
RGS4-Gao reg: human RGS4-Galphao interaction regulation; P09471; Multiplexed bead flow cytometry, RGS4-Galphao binding; actives lie on both sides; binding response (% of control), % at 10 µM; actives 0.33% (n = 220,000); AID 1415; in the data active = binding response below about 49% or above about 150%; inactive = in between;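 note: fluorescent Galphao activated with aluminum fluoride binding bead-coupled RGS4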
Bim-Mcl-1: disrupts Bim peptide binding to human Mcl-1 | Q07820 | Bead-based flow cytometry, Bim peptide-Mcl-1 binding | inhibition, % at 10 µM | actives 0.1% (n = 190,000) | AID 1009;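 note: 0% = no compound tracer wells and 100% = peptide blocker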
* hit, by the source's call; ? = inconclusive; . = no result given. Cut-off read from the data, not from the text of the source, unless noted: active = inhibition above about 40%.

SMILES	Bim-Bcl-W	RGS8-Gao reg	RGS7-Gao reg	Mcl1-Bid inh	Bim-Bfl-1	Bim-Mcl-1	GSH bead fluor	RGS4-Gao reg	Bcl-B Bim block	Bim-Bcl-XL	Bim-Bcl-2
C=CCn1c(-c2ccc(OC)c(OC)c2)n[nH]c1=S	-3	99	97	-91	0	0	16	102	-9	-2	-6
COc1ccc(OC)c(C2CC(=O)C(C)C(c3cc(OC)ccc3OC)N2)c1 (configuration not stated)	0	98	89	-12	-7	0	13	95	-10	0	-9
CCOC1=C/C(=C/c2c(N)n3nc(S(=O)(=O)CC)sc3nc2=O)C=CC1=O	0	102	?	-38	-2	0	11	102	0	-1	-1
CC(C)(C)n1nnc(CCc2nnn(C(C)(C)C)n2)n1	0	102	100	1	-18	-3	36	104	-7	-7	-11
CCN(CC)CCNC(=O)c1ccc(Cl)c(S(=O)(=O)N2CCCCCC2)c1	-2	98	98	-1	-9	0	42	95	-7	-4	-11
CC1CN(S(=O)(=O)c2cccc(C(=O)OCc3cc(=O)oc4cc(O)ccc34)c2)CC(C)O1 (configuration not stated)	12	100	96	.	-3	5	44	96	-4	1	-1
COc1ccc(-c2cc(C(F)(F)F)nc(SCC(=O)NCc3cccs3)n2)cc1	-1	99	102	11	-10	-2	27	101	-7	-11	-9
COc1ccc(C)cc1NC(=S)NNC(=O)c1c(Br)cnn1C	-2	98	104	-52	-1	0	21	96	-22	-5	-1
CCCCOc1ccc(C(NC(=O)OCC)NC(=O)OCC)cc1	0	113	100	-26	1	1	5	105	-3	-1	2
Cc1ccnc(NC(=S)NC(=O)/C=C/c2ccc(Cl)cc2)c1	-9	99	93	-9	-9	-6	16	93	-12	-12	-2
CC(C)CCCCCCNC(=S)Nc1ccc(S(=O)(=O)N2CCOCC2)cc1	-4	110	101	-4	1	-4	4	103	-5	-2	-6
CC(C)c1ccccc1-n1c(SCC(=O)c2ccc3c(c2)NC(=O)CO3)nc2ccccc2c1=O	0	100	102	-20	-3	0	14	99	-3	-4	-1
O=C(NCc1ccccc1)N1CCC(n2cnc3cc(F)ccc32)CC1	1	100	102	-1	0	1	19	100	2	1	2
CCOC(=O)c1nn(-c2ccc(F)cc2)c(=O)c2c(N)scc12	0	90	98	-21	4	-3	11	94	-8	-3	-1
[O-][N+]1=C(c2cccs2)CN(O)C1	0	100	100	-22	-10	2	52	99	-8	0	-6
COc1cc(OC)cc(C(=O)N[C@H](C(=O)OCn2nnc3ccccc3c2=O)C(C)C)c1	0	101	?	-21	-7	4	14	102	-3	0	-5
CCCCC(CC)CNC(=O)c1[nH]c(C)c(C(C)=O)c1C (configuration not stated)	0	102	102	-16	-10	0	14	101	-2	-3	-5
Cc1cc(C)cc(Nc2nc3c([nH]2)c(=O)n(C)c(=O)n3C)c1	1	101	103	-23	-4	4	11	103	-1	0	-2
COc1cc(CNC2CCCC2)cc(OC)c1OC	-7	95	95	-27	-2	-4	44	96	-6	7	-1
Cc1nnc(SCCn2c(N3CCCC(C)C3)nc3c2c(=O)n(C)c(=O)n3C)s1 (configuration not stated)	0	88	95	-5	0	0	24	95	-2	2	-1
Oc1cccc(NC(=S)Nc2ccc(SC(F)F)cc2)c1	0	98	90	-81	-2	-2	8	90	-2	-5	-2
CSCCC(NC(=O)OC(C)(C)C)C(=O)NC(C(=O)NC(CC(C)C)C(N)=O)C(C)C (configuration not stated)	-2	98	100	-14	-11	-1	22	102	-8	-9	-4
COc1cc(/C=C/C(=O)O)ccc1OCc1ccccc1C#N	-3	103	105	-23	-1	-1	5	106	-4	-5	0
O=C(/C=C/c1ccc([N+](=O)[O-])cc1)NCc1ccco1	0	99	95	-7	-3	0	12	99	-5	-1	-8
O=C(COc1ccccc1[N+](=O)[O-])N/N=C/C=C/c1ccco1	-2	97	96	-36	3	-1	12	96	0	-2	0
CC(C)(C)c1cc(=O)n2c(nc3ccccc32)[nH]1	-3	94	87	-5	-1	-2	18	88	-1	0	-2
CC1=NNC(=O)C1CCC(=O)N/N=C/c1c(Cl)cccc1Cl (configuration not stated)	1	100	102	-52	0	3	22	101	0	0	1
COc1cccc(/C=N/NC(=O)c2csc(-n3nc(C)cc3C(F)(F)F)n2)c1	-2	94	93	10	-16	-1	36	93	-10	-7	-7
O=C(CCNC(=O)c1ccccc1Cl)NC1=NCCS1	-1	106	99	-1	-4	0	15	100	-1	0	1
O=S(=O)(c1ccccc1)n1ccc(-c2cnc(-c3ccccc3)s2)n1	2	102	100	-12	-10	-4	38	101	-11	-20	-9

The listing continues.
SMILES	Bim-Bcl-W	RGS8-Gao reg	RGS7-Gao reg	Mcl1-Bid inh	Bim-Bfl-1	Bim-Mcl-1	GSH bead fluor	RGS4-Gao reg	Bcl-B Bim block	Bim-Bcl-XL	Bim-Bcl-2
Cc1cc2ccccn2c1C(=O)Nc1ccccc1	4	99	?	-17	1	3	19	98	-3	0	0
CCc1cc2c(SCC(=O)O)ncnc2s1	-1	102	101	-15	-12	0	33	102	-5	-4	-9
O=[N+]([O-])c1ccc2nc(-c3ccc(Cl)cc3)[nH]c2c1	-2	72	92	-3	2	-3	8	90	-5	-1	0
O=C(Cn1cnc2ccccc21)Nc1ccc(C(=O)O)cc1	0	104	104	-2	0	1	21	105	-2	-3	3
O=C(Nc1ccccc1N1CCCC1)c1cccc(Cl)c1Cl	-3	105	99	-27	-5	-2	17	100	-4	-2	-6
CCN(CC)C(=O)Oc1ccc2ccccc2c1Br	-2	99	100	-10	-8	0	13	102	-2	-3	0
Cc1sc2nc(SCC(N)=O)n(-c3ccccc3)c(=O)c2c1C	2	98	90	-15	-5	-2	12	92	-5	-1	-2
O=S1(=O)c2cccc3cccc(c23)N1Cc1nnc(-c2ccccc2Br)o1	-6	118	104	10	-3	-6	31	103	-3	-5	-10
Cc1nc(NC(=O)/C=C/c2ccccc2)sc1C(=O)Nc1ccccc1Cl	-1	101	98	19	-14	-5	26	99	-9	-15	-11
CC(C)n1c(SCC(=O)Nc2nc3c(s2)CCCC3)nc2c1c(=O)n(C)c(=O)n2C	-1	100	95	4	-2	-1	22	95	-5	-3	0
CN(C)S(=O)(=O)c1ccc(C(=O)NCC(=O)N/N=C/c2ccccc2)cc1	-1	101	99	-1	-4	1	12	101	-2	0	-4
C[n+]1c2n(c3ccccc31)N=C(c1ccc(Cl)cc1)CS2	-4	100	102	-17	-3	0	17	101	-2	-4	-4
CCOc1cc(CNc2ccc(N3CCN(C(C)=O)CC3)cc2)cc(Br)c1OC	3	101	101	-6	10	-1	17	100	-7	-4	1
COc1cc(OC)cc(C(=O)Nc2nnc(NC(=S)Nc3ccccc3)s2)c1	-1	96	106	-20	0	-3	4	105	-5	-4	0
COc1ccc(-c2cnn3c4c(c(C)nc23)CCN4C(C)C)cc1OC	0	100	100	-37	-2	-2	12	103	-2	-2	0
CCOc1ccc(NC(=O)CN2CCN(S(=O)(=O)c3ccc(Cl)cc3)CC2)cc1	-1	95	90	4	0	0	18	92	-2	-1	-2
CCc1ccc(-c2cc(C(F)(F)F)n3nc(C(=O)Nc4c(C)nn(Cc5ccccc5Cl)c4C)cc3n2)s1	2	97	94	-16	-8	0	4	94	-5	4	-2
COc1ccc(NC(=S)NCCSc2ccc(Cl)cc2)c(OC)c1	1	100	109	-8	-11	0	21	100	-14	-4	-6
O=C(CC12CC3CC(CC(C3)C1)C2)N1CCCC1	-1	103	104	-12	-8	-2	36	104	-9	-10	-8
CC1CC2(CC(C)(C(=O)CSc3n[nH]c(-c4ccccc4Cl)n3)OC2=O)C(=O)O1 (configuration not stated)	-7	101	103	-31	-13	-7	32	103	-13	-3	-12
CC(=O)C(=Cc1ccc(C(=O)O)cc1)C(C)=O	0	98	?	-43	7	0	10	97	5	0	3
Cc1nc2ccc(NC(=O)CCS(=O)(=O)c3ccccc3)cc2s1	2	98	110	-17	4	3	6	96	-1	4	5
CCc1ccccc1NC(=O)N1C2CCCC1CC(NC(C)=O)C2 (configuration not stated)	0	103	100	-9	0	-2	12	100	0	2	-1
COc1cc(C(=O)NC2=NCCS2)cc(OC)c1OC	-2	104	103	-13	-13	0	34	101	-4	-8	-9
Cc1nc2c(C)cccn2c1/C(O)=C1\C(=O)C(=O)N(CCN(C)C)C1c1ccncc1 (configuration not stated)	0	113	108	-20	-1	-3	19	105	-3	-3	-3
Oc1ccc(C(=S)N2CCCCCC2)cc1	-2	97	100	-86	0	-4	7	98	-3	0	-1
CCOC(=O)N1CCC(=NNC(N)=O)CC1	-2	95	95	-7	-5	-6	15	96	-6	-2	-2
CCCCNC(=O)N1CCN(C/C=C/c2ccccc2)CC1	0	98	?	-23	-3	1	20	99	-2	-2	0
O=C(COC(=O)c1ccc(Br)o1)NC1CCCCC1	0	102	103	-25	-4	0	11	101	0	-1	0
CCOc1ccc(S(=O)(=O)N2CCN(C(=S)NCc3ccco3)CC2)cc1	-2	102	107	-59	-1	-7	9	105	-10	-8	-5
COC(=O)C1=C(C(=O)OC)C(c2ccc(OC)c(OC)c2)c2sc(=O)[nH]c2S1 (configuration not stated)	2	101	100	-25	-3	2	12	102	-2	-2	-4

Compounds were not picked by outcome; any-hit rate near 1.8%.
